AmpC inh no detg: inhibitors of E. coli AmpC beta-lactamase without detergent; P00811; AmpC nitrocefin hydrolysis, absorbance 480 nm, 0.0001% Triton; Potency, µM (series often up to 57.1 µM), without a hit: top-dose activity change, negative = inhibition, actives largely listed as inhibitors; 330,000 compounds, 0.52% hits;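 note: potency is the fitted concentration of half-maximal effect; plate controls were no compound for no effect and no enzyme for full effect; nearly all actives have a fitted effect of over 20% in size; some results filed as inactive show a strong effect at the top dose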
Target sequence (P00811 whole entry, looked up): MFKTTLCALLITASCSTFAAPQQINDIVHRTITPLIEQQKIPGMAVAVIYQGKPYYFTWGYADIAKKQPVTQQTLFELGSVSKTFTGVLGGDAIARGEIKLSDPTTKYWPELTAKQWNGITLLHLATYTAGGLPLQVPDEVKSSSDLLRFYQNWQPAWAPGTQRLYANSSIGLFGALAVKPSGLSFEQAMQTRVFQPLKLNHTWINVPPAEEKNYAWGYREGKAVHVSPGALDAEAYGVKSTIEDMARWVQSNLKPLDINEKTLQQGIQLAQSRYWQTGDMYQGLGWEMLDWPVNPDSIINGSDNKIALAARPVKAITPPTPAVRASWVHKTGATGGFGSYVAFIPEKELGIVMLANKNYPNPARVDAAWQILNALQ
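AmpC (5.3 nM in the dispensed reagent) in 20 mM phosphate pH 7.0 with 0.01% (detergent screen) or 0.0001% Triton X-100 was preincubated with compounds for 15 min at room temperature. Nitrocefin was then added from an 800 uM solution, and hydrolysis was followed at 480 nm.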
Shiga toxin inh: inhibitors of Shiga toxin in Vero cells. Vero cells, Shiga toxin protein synthesis inhibition reporter. inhibition, % at 38.7 µM. 290,000 compounds, 9.2% hits; in the data active = inhibition mostly above about 28%, no sharp cut-off; inactive = mostly below about 43%; note: 0% is about no effect
FBPA Giardia inh: blocks Giardia fructose-bisphosphate aldolase activity. A8B2U2. purified Giardia FBPA. Potency, µM (titrated, usually from 59.6 µM), without a hit: top-dose activity, negative = inhibition, most hits filed as inhibitors. 290,000 compounds, 0.71% hits. AID 2451; note: potency is the fitted concentration of half-maximal effect; % is set by controls: 0 for no effect and ±100 for the full control effect; nearly all actives have a fitted effect of over 55% in size
Target sequence (A8B2U2 whole entry, looked up): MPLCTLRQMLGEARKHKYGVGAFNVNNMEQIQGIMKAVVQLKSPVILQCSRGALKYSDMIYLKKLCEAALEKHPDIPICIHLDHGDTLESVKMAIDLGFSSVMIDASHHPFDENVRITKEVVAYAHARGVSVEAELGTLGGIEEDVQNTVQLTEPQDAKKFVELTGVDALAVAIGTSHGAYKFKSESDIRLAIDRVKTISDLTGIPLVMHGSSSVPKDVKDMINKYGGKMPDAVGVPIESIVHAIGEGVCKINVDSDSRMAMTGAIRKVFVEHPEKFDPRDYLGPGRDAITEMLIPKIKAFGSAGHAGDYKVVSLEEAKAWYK
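Giardia FBPA (40 nM reagent) was preincubated 10 min at RT with compound (up to 57.5 uM final), then substrate plus GAPDH/TPI/NAD/arsenate coupling system with diaphorase/resazurin was added; resorufin fluorescence (525/598 nm) was read after 20 min.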
CHX counter: counter-screen hit for Shiga toxin inhibitors, cycloheximide. cell reporter, cycloheximide protein synthesis inhibition counterscreen. max response, %. 300,000 compounds, 12% hits. AID 2314; in the data active = max response mostly above about 13%, no sharp cut-off; inactive = mostly below about 14%; note: read at 38.3 µM for the half of the compounds with a filed dose; 0% is about no effect
AMA1 RON2 block: AMA1-RON2 (P. falciparum) interaction inhibition; AlphaScreen AMA1-biotinylated RON2 peptide binding; Potency, µM (top dose mostly 58.2 µM), inactives show at the top dose activity change, negative = inhibition, most hits filed as inhibitors; 360,000 compounds, 0.2% hits;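 note: potency is the fitted concentration of half-maximal effect; 0% = vehicle wells and -100% = peptide control; nearly all actives have a fitted effect of over 45% in size; some results filed as inactive show a strong effect at the top dose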
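AMA1 (3D7) with his tag at 25 nM final met compounds first, then biotinylated RON2 peptide at 25 nM; detection used donor plus acceptor beads, 10 µg/mL apiece, read by AlphaScreen after 30 min at room temperature.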
AmpC inh detg: blocks E. coli AmpC beta-lactamase in detergent assay; AmpC hydrolysis of nitrocefin, absorbance 480 nm, 0.01% Triton; 370,000 compounds, 0.041% hits; P00811; Potency, µM (titrated, usually from 114 µM), for the others: at the top dose activity change, negative = inhibition, usual class: inhibitors; AID 485294;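 note: potency is the fitted concentration of half-maximal effect; 0% = no-compound wells and -100% = no-enzyme wells; nearly all actives have a fitted effect of over 25% in size; some results filed as inactive show a strong effect at the top dose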
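AmpC (5.3 nM in the dispensed reagent) in 20 mM phosphate pH 7.0 with 0.01% (detergent screen) or 0.0001% Triton X-100 was preincubated with compounds for 15 min at room temperature. Nitrocefin was then added from an 800 uM solution, and hydrolysis was followed at 480 nm.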
HCMV inh: blocks human cytomegalovirus replication; HFF cells, HCMV-luciferase reporter, 72 h; active compounds read low; activity change, negative = inhibition, % at 57.5 µM; 410,000 compounds, 4.5% hits; AID 1259415; in the data active = activity change below about -60%; inconclusive = no clear call, values can overlap the other calls; inactive = above about -39%; note: % is set by controls: 0 for no effect and ±100 for the full control effect
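Compounds were evaluated in HFFs infected with an HCMV luciferase reporter virus (MOI 1 PFU/cell). Luciferase in lysates collected 72 h post infection served as the replication measure.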
Starred values were filed as active, the others as inactive; ? = inconclusive; nt = no result given; & = joins results of further samples; [ ] = dose if it differs, or a comment. Unless noted, calls come from the whole dose curve; as a rule, active = well fitted curve in the direction sought with a large enough effect; inconclusive = small, poorly fitted or top-dose-only effect, or another doubt; inactive = no such curve, though single readings can be large; an effect the other way counts as inactive or inconclusive.

SMILES	AmpC inh no detg	Shiga toxin inh	FBPA Giardia inh	CHX counter	AMA1 RON2 block	AmpC inh detg	HCMV inh
CCOc1cc(Cl)c(S(=O)(=O)NCc2ccccn2)cc1Cl	-14.5%	8.8	-7.1%	-4.0	31.1%[activator]	-5.5%	?
O=C(O)CCc1nn2cc(-c3ccccc3)nc2[nH]c1=O	-13.6%	2.2	?	-2.4	1.5%	-11.2%	-11.8
CCn1cc(/C=C(\NC(=O)c2ccc(OC)cc2)C(=O)N2CCOCC2)c2ccccc21	126.3%[activator]	-1.4	nt	-1.5	3.7%	-0.8%	4.9
CC1=C(C(=O)N2CCN(c3cc(C)ccc3C)CC2)C2(CCCCC2)OC1=O	-10.1%	-8.4	-0.3%	-5.2	-2.0%	-9.3%	-24.6
CN1CCN(C(=O)c2ccc3ccccc3c2)CC1	-14.5%	46.1	1.2%	24.2	2.9%	-12.2%	-37.8
CCNc1cc(N2CCOCC2)nc(SC)n1	-1.2%[2.29 µM]	-6.7	-11.9%	6.8	-2.0%	-5.7%	5.0
COc1ccc(N(CC(=O)Nc2ccccc2C(N)=O)S(=O)(=O)c2ccc(C)c([N+](=O)[O-])c2)cc1	-9.4%	45.0	-3.9%	23.4*	-3.9%	6.9%	0.0
Cc1nnc(NC(=O)CSc2ncn(-c3ccccc3)n2)s1	-18.4%	20.1	0.1%	7.4	-15.5%	7.0%	34.5
Cc1ccc(S(=O)(=O)n2c3ccc(F)cc3c3nc(C)sc32)cc1	-15.5%	-2.2	-12.6%	4.9	nt	?	nt
O=[N+]([O-])c1ccc(O)c(/C=N/Nc2ncnc3c2cnn3-c2ccccc2)c1	-40.4%	-1.9	-22.9%	-1.5	92.4%[activator]	-1.9%	-98.9*
Cc1ccc(C(=O)NCC(c2ccco2)N2CCOCC2)cc1 (stereo unspecified)	?	nt	nt	nt	6.7%	-11.5%	-19.5
Cc1ccc(-c2nnc3n2N=C(c2ccccc2)CS3)cc1	-23.0%	-4.4	4.1%	-5.2	-11.8%	-10.3%	0.7
Cc1c(C(=O)N(Cc2ccccc2)C(C)C)oc2ccc(S(=O)(=O)N3CCOCC3)cc12	169.9%[activator]	-6.3	-4.7%	1.2	-10.1%	-0.1%	0.0
CCn1cc(/C=C/c2cc[n+](C)cc2)c2ccccc21	22.2%	22.4	?	-2.1	3.8%	-6.4%	-97.5*
CC1=CC(=Cc2sc3ccccc3[n+]2C)C=C(C)O1	-2.5%	-11.3	-3.4%	-3.6	-0.3%	2.8%	-100.3*
Cn1c(=O)c2c(nc(NCc3ccccc3)n2CCCc2ccccc2)n(C)c1=O	35.6%	-4.2	-1.9%	-0.7	-11.8%	?	-9.5
C/C(=N\NC(=O)c1cccc([N+](=O)[O-])c1)c1cccnc1	-17.7%	11.6	-13.4%	11.9	8.4%	-7.2%	33.7
CN(C(=O)CS(=O)(=O)c1cccc(Cl)c1)c1ccccc1	-6.9%	-8.7	8.2%	-7.9	-0.8%	0.8%	11.7
CN(C)c1ccc(C=NCCC2(O)CCOC(C)(C)C2)cc1 (stereo unspecified)	-8.8%	-8.8	-0.7%	-2.0	0.0%	-4.4%	-9.1
Cc1cc(N2CCN(C)CC2)nc2ccc(NC(=S)N3CCN(c4cccc(Cl)c4)CC3)cc12	-8.2%	-20.6	4.1%	0.6	-0.7%	-2.0%	?
COc1ccc(CN(C(=O)CN2C(=O)c3ccccc3S2(=O)=O)C(C(=O)NCC2CCCO2)c2ccco2)cc1 (stereo unspecified)	105.2%[activator]	15.8	6.1%	-4.1	-7.7%	-3.5%	0.2
COc1ccc(C(=O)NC(=S)Nc2ccc(N3CCOCC3)c(Cl)c2)cc1[N+](=O)[O-]	1.4%	-4.2	7.0%	9.5	25.9%	?	?
CCCCN(C(=O)c1c(C)[nH]c(C(=O)OCC)c1C)c1ccccc1	45.0%	7.2	1.3%	-3.0	-7.7%	4.2%	-13.7
O=[N+]([O-])/C(=C\Nc1ccccc1Cl)S(=O)(=O)c1ccccc1	-19.9%	-11.9	-5.6%	-1.9	nt	2.3%	nt
COC(=O)c1nn(C23CC4CC(CC(C4)C2)C3)c2c1C(=O)N(c1ccc(F)cc1)C2=O	4.0%	-14.4	1.2%	-1.8	-5.0%	6.6%	5.0
COc1cc(OC)nc(/N=C/NO)n1	-9.0%	-6.1	1.9%	13.6	15.9%	2.1%	-11.8
COc1ccc(C(=O)NNC(=O)c2cc3cccc(OC)c3oc2=O)cc1	-15.9%	16.6	7.1%	-1.4	-14.1%	2.1%	?
CC(C)C(=O)N1CCN(c2ccc(NC(=O)c3ccc([N+](=O)[O-])o3)cc2Cl)CC1	-13.1%	-39.5	?	-13.4	1.4%	8.0%	-99.9*
O=C1NCCN1CCNS(=O)(=O)c1ccc2ccccc2c1	-10.9%	-6.4	1.3%	-1.4	-19.7%	-2.3%	23.4
CCOc1ccccc1-n1nnnc1SCC(=O)Nc1cc2oc3ccccc3c2cc1OC	-24.8%	12.1	0.6%	-2.6	10.2%	?	-30.2

Record cards, from the list above. Values in the order: AmpC inh no detg, Shiga toxin inh, FBPA Giardia inh, CHX counter, AMA1 RON2 block, AmpC inh detg, HCMV inh
CCCCN(C(=O)c1c(C)[nH]c(C(=O)OCC)c1C)c1ccccc1 is listed as 45.0%, 7.2, 1.3%, -3.0, -7.7%, 4.2%, -13.7
COc1ccc(C(=O)NC(=S)Nc2ccc(N3CCOCC3)c(Cl)c2)cc1[N+](=O)[O-] is listed as 1.4%, -4.2, 7.0%, 9.5, 25.9%, ?, ?

Remaining list, next part
SMILES	AmpC inh no detg	Shiga toxin inh	FBPA Giardia inh	CHX counter	AMA1 RON2 block	AmpC inh detg	HCMV inh
CC(=O)c1cc(C#N)c(SCc2ccc(F)cc2)nc1C	-25.6%	73.5	1.5%	6.2	-6.6%	-0.2%	5.1
COCCCC1CCN(C(=O)C2CCC(=O)N(C3CCCCCC3)C2)CC1 (stereo unspecified)	64.5%[activator]	-6.6	nt	-2.1	-0.5%	?	11.9
CCC(C)[C@H](NC(=O)[C@@H]1Cc2c([nH]c3ccccc23)C2c3ccccc3C(=O)N21)C(=O)NCC1CCCO1 (stereo partly specified)	102.2%[activator]	-11.3	-1.9%	-3.5	-8.6%	-8.2%	-18.5
O=C(OCC1COc2ccccc2O1)c1c(F)cccc1F (stereo unspecified)	-13.6%	51.0	-0.4%	21.2*	16.2%	?	7.7
COc1cccc(NC(=O)NCc2cccn2C)c1	-18.8%	29.9	-1.4%	12.9	-2.0%	-9.2%	121.8
CC(C)CCNC(=O)C(c1cccnc1)N(CCc1ccccc1)C(=O)Cn1nnc2ccccc21 (stereo unspecified)	-12.4%	-4.4	4.5%	-4.3	-3.3%	-3.1%	?
CCS(=O)(=O)c1nc(S(=O)(=O)c2ccc(Cl)cc2)c(NCCCN2CCOCC2)s1	44.8%	8.4	nt	-3.0	-5.1%	-0.2%	-35.5
CCc1nc(Nc2ccc3c(c2)OCCO3)c2oc3ccccc3c2n1	-18.5%	5.6	-18.2%	16.7*	-5.4%	-13.0%	-16.0
CC(=O)Nc1cccc(C(=O)OC(C)C(=O)NC(=O)NC2CCCCC2)c1 (stereo unspecified)	?	nt	nt	nt	5.5%	?	-19.3
Cc1ccc2cc(/C=N/NC(=O)CN3CCCCC3)c(Cl)nc2c1	1.1%	-12.7	3.0%	3.6	3.0%	-1.2%	-29.5
O=C(NCc1cccs1)C(=O)NCC(c1ccco1)N1CCN(c2ccccc2)CC1 (stereo unspecified)	-3.7%	-13.8	-4.0%	-1.6	-7.2%	6.8%	0.0
O=C(CSc1ccccc1)OCC(=O)N1CCN(C(=O)c2ccco2)CC1	-11.8%	nt	nt	nt	13.2%	-4.7%	-15.4
CCOC(=O)COc1ccc(C)cc1-c1ccno1	-14.1%	-5.9	11.0%	-5.3	1.7%	-8.8%	19.2
CCCCCC(=O)N1CCCCC1	-1.0%	5.5	2.6%	6.7	8.9%	-4.5%	4.5
Cc1ccsc1C(C(=O)NC1CCCCC1)N(C(=O)c1csnn1)C1CC1 (stereo unspecified)	-8.3%	1.1	2.7%	-2.0	5.9%	-18.6%	40.6
CSc1ncc(C(=O)Nc2ccc(C(C)=O)cc2)c(-c2ccccc2)n1	-35.3%	51.4*	17.3%	40.6*	3.9%	-0.1%&16.7%	40.1&45.8
CCN(CC)S(=O)(=O)c1ccc(-c2nnc3sc4cccc(C)c4n23)cc1	-14.5%	-3.5	2.0%	-1.6	6.9%	?	40.6
Nc1[nH]n2c(=O)cc(-c3ccccc3)nc2c1N=Nc1ccc2c(c1)OCO2	-16.7%	21.6	?	0.8	nt	-0.8%	nt
N/C(=N\S(=O)(=O)c1ccc(Cl)s1)c1ccccc1	-24.2%	22.9	2.6%	-1.4	-6.6%	-15.4%	48.6
COc1ccc(CNc2ccc(Cl)cc2)cc1Cn1ccnc1	41.2%	-5.3	8.0%	5.2	?	-0.3%	-20.4
CCOC(=O)c1ccc2nc(C)cc(Nc3cccc(C(=O)O)c3)c2c1	-30.0%	-16.0	-0.3%	-3.6	nt	6.5%&-10.4%	0.8
NS(=O)(=O)c1ccc(CCNC(=O)c2ccc3c(c2)N(Cc2ccccc2)CCS3)cc1	-32.0%	-4.9	nt	-5.6	4.0%	-0.7%	-64.2*
CCOC(=O)c1ccc(NC(=S)N2CCN(C(=O)C3CCCO3)CC2)cc1 (stereo unspecified)	65.3%[activator]	-0.4	nt	7.5	-5.2%	3.3%	0.0
CN(C)S(=O)(=O)c1ccc(N2CCCC2)c(C(=O)NCc2ccc(Cl)cc2)c1	13.4%	-6.9	5.7%	-2.4	3.9%	-4.6%	-8.4
CC(C)C(=O)Nc1nc(-c2ccccc2)ns1	-24.7%	95.9*	-16.3%	48.1*	8.7%	?	62.4
O=C(NN1C(=O)C2C(C1=O)C1C=CC2C12CC2)c1cccnc1 (stereo unspecified)	-20.3%	12.6	7.4%	-0.7	5.9%	-0.8%	?
O=C1CSC(c2ccccc2F)N1c1ccccc1 (stereo unspecified)	0.4%	-7.2	4.0%	-1.1	4.7%	-6.9%	-13.4
CCN(CC)S(=O)(=O)c1ccc2c(c1)nc(CCC(=O)Nc1cccc(C(F)(F)F)c1)n2CC	55.9%	-20.1	-7.3%	-3.6	0.0%	2.7%	7.3
Cc1cc(C(=O)Nc2ccc(S(=O)(=O)Nc3onc(C)c3C)cc2)cs1	-25.3%	-2.6	17.3%	-2.1	1.1%	-3.5%	12.4
CCOC(=O)c1c(NC(=O)CSc2nc3ccccc3c(=O)n2-c2ccccc2)sc(C(C)=O)c1C	-44.5%	-6.2	-1.4%	0.6	-4.9%	0.5%	-27.2
